MEP2-GFP yeast = modulators of TOR pathway MEP2-GFP in S. cerevisiae | S. cerevisiae MEP2-GFP strain, flow cytometry GFP, 3 h; 100% = DMSO control level | GFP response vs DMSO, % at 10 µM | hit rate 0.51% among 330,000 | AID 2016;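 active = GFP response versus DMSO above a set limit, roughly screen mean plus 3 SD, cut at about 180% in these data; inconclusive = fewer than 70 cells counted for a yeast strain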;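 also: median GFP fluorescence of the barcode-gated MEP2-GFP cells per well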
proCasp7 act = counter-screen for procaspase-3 activators: activators of human procaspase-7. P55210. recombinant procaspase-7, Ac-DEVD-pNA absorbance 405 nm; D23A/D198A/D206A triple mutant, cannot self-cleave; scale: DMSO 0, 5 µM enzyme 100. activation, % at 8.5 µM. hit rate 0.093% among 330,000. AID 463210;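 active = percent activation above the screen-wide mean plus 3 SD, cut at about 25% in these data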
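Assay system: Uncleavable procaspase-7 mutant enzyme; Input: 2 µM procaspase-7 mutant as dispensed; Also added: DEVD-pNA substrate; Medium: Zinc-free HEPES pH 7.4 with 300 mM NaCl, 0.01% Triton X-100; Timing: 1 h compound preincubation, 2 h substrate cleavage, 25 °C; Measured by: Epi-absorbance of released pNA at 405 nm, two timepoints.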
LAP4-GFP MLPCN = modulators of TOR pathway LAP4-GFP in S. cerevisiae; S. cerevisiae LAP4-GFP multiplex, flow cytometry GFP, 3 h; median GFP as percent of DMSO wells; GFP response vs DMSO, % at 10 µM; hit rate 0.34% among 320,000; AID 2023;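 active = GFP response vs DMSO above a set limit, about the screen mean plus 3 SD, cut at about 150% in these data; inconclusive = under 70 cell events counted for the yeast strain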
RPL19A-GFP yeast = modulators of TOR pathway RPL19A-GFP in S. cerevisiae. S. cerevisiae RPL19A-GFP strain, flow cytometry, 3 h; active compounds read low. percent response vs DMSO, % at 10 µM. hit rate 0.3% among 330,000. AID 2025;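 active = percent response vs DMSO below 50%; inconclusive = fewer than 70 events counted for the yeast strain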;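 also: median channel GFP fluorescence of the barcoded RPL19A-GFP strain; ratio of sample median GFP to plate DMSO average so 100% = DMSO; lower means less RPL19A-GFP as with rapamycin TOR inhibition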
AGP1-GFP MLPCN = alters AGP1-GFP fluorescence in TOR pathway yeast screen. AID 2066. GFP response vs DMSO, % at 10 µM. S. cerevisiae AGP1-GFP multiplex flow cytometry, 3 h; GFP as percent of DMSO wells. hit rate 0.02% among 320,000;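 active = GFP response relative to DMSO above a set limit, near screen average plus 3 SD, cut at about 150% in these data; inconclusive = fewer than 70 cells counted for the yeast strain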;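 also: median GFP channel fluorescence of the gated AGP1 strain per well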
CIT2-GFP yeast = yeast TOR pathway CIT2-GFP modulation; GFP response vs DMSO, % at 10 µM; S. cerevisiae CIT2-GFP strain, flow cytometry, 3 h; 100 means same as DMSO wells; AID 2029; hit rate 0.065% among 320,000;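 active = GFP response relative to DMSO above a set limit, near the screen mean plus 3 SD, cut at about 150% in these data; inconclusive = Fewer than 70 cells measured for a yeast strain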;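 also: ratio of well median GFP fluorescence to mean of DMSO wells on the plate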
AHR activator = human AHR activation | P35869 | hit rate 2.5% among 320,000 | AID 2796 | AHR-responsive luciferase reporter cells, luminescence | activation, % at 5 µM; in the data active = activation above about 47%;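 also: 0% = vehicle wells and 100% = reference agonist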
Target sequence (P35869 whole entry, looked up): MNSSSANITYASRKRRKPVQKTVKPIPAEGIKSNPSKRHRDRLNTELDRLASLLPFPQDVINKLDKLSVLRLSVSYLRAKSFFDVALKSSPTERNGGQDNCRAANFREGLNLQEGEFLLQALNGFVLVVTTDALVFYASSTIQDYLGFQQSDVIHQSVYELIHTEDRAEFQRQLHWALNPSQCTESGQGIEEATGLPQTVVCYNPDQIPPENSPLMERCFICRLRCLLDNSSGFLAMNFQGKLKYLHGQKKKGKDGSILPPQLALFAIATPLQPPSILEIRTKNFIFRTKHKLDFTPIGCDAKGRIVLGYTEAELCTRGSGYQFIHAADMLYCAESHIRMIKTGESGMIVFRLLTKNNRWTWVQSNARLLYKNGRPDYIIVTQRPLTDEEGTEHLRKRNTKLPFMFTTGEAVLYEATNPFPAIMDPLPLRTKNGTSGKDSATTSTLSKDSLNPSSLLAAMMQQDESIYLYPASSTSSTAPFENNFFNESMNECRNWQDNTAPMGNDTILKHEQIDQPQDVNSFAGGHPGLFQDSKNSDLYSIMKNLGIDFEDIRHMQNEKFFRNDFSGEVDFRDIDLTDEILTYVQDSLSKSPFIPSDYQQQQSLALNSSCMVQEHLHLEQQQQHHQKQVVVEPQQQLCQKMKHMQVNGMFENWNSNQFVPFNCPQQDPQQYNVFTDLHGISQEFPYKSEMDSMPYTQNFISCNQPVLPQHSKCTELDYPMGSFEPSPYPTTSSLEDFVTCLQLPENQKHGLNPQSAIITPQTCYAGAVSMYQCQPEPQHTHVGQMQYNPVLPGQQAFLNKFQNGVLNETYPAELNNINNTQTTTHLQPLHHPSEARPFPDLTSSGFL
proCasp3 act = procaspase-3 (human) activation. activation, % at 8.5 µM. AID 463141. hit rate 0.11% among 330,000. recombinant procaspase-3 D3A, Ac-DEVD-pNA absorbance 405 nm. P42574;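 active = activation above the mean of all tested compounds plus 3 SD, cut at about 21% in these data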;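 also: 0% = DMSO alone and 100% = DMSO wells spiked with extra 5 µM PC-3 D3A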
Target sequence (P42574 whole entry D9A/D28A/D175A): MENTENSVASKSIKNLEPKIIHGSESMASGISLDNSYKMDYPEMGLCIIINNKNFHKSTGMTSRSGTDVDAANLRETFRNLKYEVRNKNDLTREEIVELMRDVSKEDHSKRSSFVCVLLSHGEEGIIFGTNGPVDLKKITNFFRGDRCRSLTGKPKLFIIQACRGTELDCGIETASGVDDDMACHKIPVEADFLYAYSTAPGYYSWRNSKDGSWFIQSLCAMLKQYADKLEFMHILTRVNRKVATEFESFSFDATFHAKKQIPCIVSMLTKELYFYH
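Evaluation: percent activation relative to control range; Material: Procaspase-3 D3A mutant, all three cleavage aspartates alanine; Compound: single dose, 8.5 µM nominal compound, 0.8% DMSO; Replication: one well per compound; Signal: absorbance at 405 nm, 0 and 120 min; Schedule: 1 h preincubation plus 2 h reaction at 25 °C.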
Starred values were filed as active, the others as inactive; ? = inconclusive; nt = no result given; [ ] = remark or other dose.

Sample of the layout, nine compounds:
| nr | SMILES | MEP2-GFP yeast | proCasp7 act | LAP4-GFP MLPCN | RPL19A-GFP yeast | AGP1-GFP MLPCN | CIT2-GFP yeast | AHR activator | proCasp3 act |
| --- | --- | --- | --- | --- | --- | --- | --- | --- | --- |
| 1 | COc1ccc2cc(C(=O)Nc3ccc(O)cc3)sc(=O)c2c1OC | 98 | -3 | 96 | 99 | 100 | 95 | 1 | 8 |
| 2 | CCCS(=O)(=O)Nc1cccc(-c2ccc3nnc(C)n3n2)c1 | 100 | 11 | 75 | 93 | 99 | 96 | 6 | 4 |
| 3 | O=C(CCCN1C(=O)c2ccccc2C1=O)NCc1cccnc1 | 95 | -6 | 97 | 94 | 92 | 97 | 0 | 6 |
| 4 | Cc1cc(C)nc(NC(=O)c2cccc([N+](=O)[O-])c2)c1 | 105 | 3 | 109 | 100 | 99 | 98 | 41 | 5 |
| 5 | Cc1ccc2c(c1)sc1nc(=O)n(-c3ccc(Cl)c(Cl)c3)c(=O)n12 | 97 | -6 | 78 | 101 | 110 | 95 | 6 | 1 |
| 6 | O=C(Nc1ccccn1)C1CCN(S(=O)(=O)c2ccc3c(c2)OCCO3)CC1 | 102 | -4 | 104 | 103 | 102 | 90 | -1 | 2 |
| 7 | N#C/C(=C\c1ccc(Cl)cc1)c1nc2ncccc2[nH]1 | 106 | -21 | 111 | 69 | 77 | 70 | 24 | -23 |
| 8 | CCCCCCC1CCC(C(=O)N2CCOCC2)CC1 (stereo not drawn) | 94 | 10 | 99 | 97 | 85 | 90 | 1 | -3 |
| 9 | O=C(Nc1ccccc1N1CCCCC1)c1cnccn1 | 95 | 6 | 103 | 97 | 95 | 97 | 1 | -6 |

Main list, repeating the preview:
| nr | SMILES | MEP2-GFP yeast | proCasp7 act | LAP4-GFP MLPCN | RPL19A-GFP yeast | AGP1-GFP MLPCN | CIT2-GFP yeast | AHR activator | proCasp3 act |
| --- | --- | --- | --- | --- | --- | --- | --- | --- | --- |
| 1 | COc1ccc2cc(C(=O)Nc3ccc(O)cc3)sc(=O)c2c1OC | 98 | -3 | 96 | 99 | 100 | 95 | 1 | 8 |
| 2 | CCCS(=O)(=O)Nc1cccc(-c2ccc3nnc(C)n3n2)c1 | 100 | 11 | 75 | 93 | 99 | 96 | 6 | 4 |
| 3 | O=C(CCCN1C(=O)c2ccccc2C1=O)NCc1cccnc1 | 95 | -6 | 97 | 94 | 92 | 97 | 0 | 6 |
| 4 | Cc1cc(C)nc(NC(=O)c2cccc([N+](=O)[O-])c2)c1 | 105 | 3 | 109 | 100 | 99 | 98 | 41 | 5 |
| 5 | Cc1ccc2c(c1)sc1nc(=O)n(-c3ccc(Cl)c(Cl)c3)c(=O)n12 | 97 | -6 | 78 | 101 | 110 | 95 | 6 | 1 |
| 6 | O=C(Nc1ccccn1)C1CCN(S(=O)(=O)c2ccc3c(c2)OCCO3)CC1 | 102 | -4 | 104 | 103 | 102 | 90 | -1 | 2 |
| 7 | N#C/C(=C\c1ccc(Cl)cc1)c1nc2ncccc2[nH]1 | 106 | -21 | 111 | 69 | 77 | 70 | 24 | -23 |
| 8 | CCCCCCC1CCC(C(=O)N2CCOCC2)CC1 (stereo not drawn) | 94 | 10 | 99 | 97 | 85 | 90 | 1 | -3 |
| 9 | O=C(Nc1ccccc1N1CCCCC1)c1cnccn1 | 95 | 6 | 103 | 97 | 95 | 97 | 1 | -6 |
| 10 | O=C(CSc1n[nH]c(=O)n1C1CC1)NCc1ccccc1Cl | 110 | 14 | 101 | 103 | 109 | 108 | 0 | -13 |
| 11 | O=C(CSc1nnc(SCc2ccc(Cl)cc2)s1)N/N=C/c1ccccc1Cl | 105 | -5 | 103 | 102 | 102 | 103 | 6 | 8 |
| 12 | COc1ccccc1CC(=O)N1CCN(S(=O)(=O)c2ccccc2F)CC1 | 100 | -2 | 106 | 102 | 104 | 97 | 2 | 0 |
| 13 | CCOC(=O)N1CCC(=NNS(=O)(=O)c2cccc([N+](=O)[O-])c2)CC1 | 104 | -1 | 105 | 110 | 113 | 111 | 3 | 0 |
| 14 | Cc1ccc(C(=O)N/N=C/c2cc(Br)ccc2O)cn1 | 107 | -5 | 93 | 99 | 94 | 106 | 13 | -13 |
| 15 | CN(C)S(=O)(=O)n1cc(/C=C(\NC(=O)c2ccccc2Cl)C(=O)N2CCCC2)c2ccccc21 | 98 | 11 | 93 | 105 | 105 | 100 | 2 | 10 |
| 16 | CC(NC(=O)COc1ccc(Br)cc1)C(=O)O (stereo not drawn) | 104 | 4 | 100 | 98 | 94 | 98 | 0 | 2 |
| 17 | CCN1CCN(Cc2nc3c(c(=O)n(C)c(=O)n3C)n2Cc2cccc3ccccc23)CC1 | 100 | 10 | 91 | 94 | 94 | 100 | 2 | 2 |
| 18 | Cc1ccc(OCc2cc(C(=O)NC3CCCCC3)no2)cn1 | 118 | 2 | 86 | 113 | 103 | 116 | -2 | -1 |
| 19 | O=C(CSc1ccccn1)Nc1ccccc1F | 96 | -5 | 81 | 101 | 82 | 86 | -4 | -7 |
| 20 | O=C(CCNS(=O)(=O)c1ccccc1C(F)(F)F)N1CCCCCCC1 | 101 | 7 | 109 | 97 | 97 | 93 | -1 | -4 |
| 21 | COc1cc(CNCCc2ccccc2)cc(Cl)c1OCc1ccccc1 | 96 | 1 | 105 | 94 | 95 | 95 | 1 | -2 |
| 22 | CC(C)(C)OC(=O)C[C@H]1C/C=C\C[C@@H](CC(=O)N(CCO)Cc2ccccc2)C(=O)N2CCC[C@@H]2COC1=O | 106 | 0 | 102 | 104 | 107 | 104 | 0 | 6 |
| 23 | COc1cc(Nc2c3c(nc4ccccc24)CCCC3)cc(OC)c1OC | 99 | 10 | 86 | 103 | 96 | 99 | -2 | 2 |
| 24 | COc1cc(OC)cc(-c2c(-c3cccs3)c3cc(-c4cccc5[nH]ccc45)ccc3n2C)c1 | 98 | 8 | 94 | 94 | 95 | 95 | -1 | 3 |
| 25 | COc1ccc(NC(=O)CS(=O)CC(=O)Nc2cccnc2)cc1 (stereo not drawn) | 103 | -4 | 91 | 101 | 99 | 99 | -2 | 8 |
| 26 | COC(=O)c1ccc2c(=O)[nH]c(COC(=O)c3c(-c4ccccc4)noc3C)nc2c1 | 99 | 4 | 103 | 97 | 99 | 86 | 5 | -6 |
| 27 | CCOc1ccc(S(=O)(=O)N2CCCCC2)cc1NC(=O)C1=COCCO1 | 94 | 8 | 109 | 97 | 106 | 103 | -1 | 5 |
| 28 | CC(C)n1c(SC2CCOC2=O)nc2ccccc21 (stereo not drawn) | 98 | -7 | 92 | 96 | 97 | 94 | 8 | 13 |
| 29 | CCOC(=O)N1CCN(C(=O)CSc2nnc(Cc3cccn3C)n2CCc2ccccc2)CC1 | 103 | -6 | 99 | 97 | 98 | 100 | 0 | 5 |
| 30 | COc1cc(/C=C/C(=O)OC(C)C(=O)Nc2c(C)n(C)n(-c3ccccc3)c2=O)ccc1O (stereo not drawn) | 100 | -1 | 126 | 92 | 117 | 94 | 0 | 5 |
| 31 | COc1ccc(CNc2nc(-c3cccnc3)nn2C(=O)CC(C)C)cc1 | 110 | -4 | 101 | 111 | 99 | 105 | 5 | -1 |
| 32 | O=C(CSCc1ccco1)c1ccc(Cl)s1 | 107 | -9 | 113 | 106 | 100 | 118 | -4 | -4 |
| 33 | CN(c1ccccc1)S(=O)(=O)c1cccc(NC(=O)c2cccc(C#N)c2)c1 | 95 | 1 | 96 | 93 | 82 | 67 | 4 | 7 |
| 34 | O=C(NCc1ccc(F)cc1)C1CCCN(S(=O)(=O)c2ccc(Br)s2)C1 (stereo not drawn) | 100 | -6 | 84 | 92 | 91 | 96 | 1 | 8 |
| 35 | COc1ccccc1N1CCN(C(=O)CSc2ccc3c(C)cc(C)nc3n2)CC1 | ? | 7 | ? | 13*[may fluoresce violet] | ? | ? | 2 | 3 |
| 36 | Cc1ccc(C)c(OCCC(=O)Nc2ccc3c(c2)OCO3)c1 | 98 | -4 | 97 | 97 | 95 | 86 | 3 | 5 |
| 37 | CCOC(=O)C1(Cc2ccccc2C)CCCN(C(=O)c2ccnn2C)C1 (stereo not drawn) | 96 | 3 | 113 | 102 | 108 | 95 | -2 | -7 |
| 38 | O=C(Nc1nc2c(s1)CN(Cc1ccccc1)CC2)C1CCCC1 | ? | 12 | ? | ? | ? | ? | 10 | 13 |
| 39 | CC(NS(=O)(=O)c1ccc(CCC(=O)NCC2CCCO2)cc1)c1ccccc1 (stereo not drawn) | 108 | 4 | 104 | 103 | 106 | 107 | 1 | 4 |
| 40 | N#C/C(=C(/O)COc1cccc2ccccc12)c1nc2ccccc2[nH]1 | 100 | -8 | 99 | 104 | 103 | 98 | 94* | -5 |
| 41 | C=CCN1C(=O)C2C3CC(=O)C(c4ccccc43)C2C1=O (stereo not drawn) | 107 | 14 | 103 | 106 | 111 | 103 | 0 | 3 |
| 42 | COc1ccc(NC(=O)CSCc2cc(=O)n3nc(C4CC4)sc3n2)cc1 | 100 | -4 | 97 | 97 | 98 | 101 | 0 | -4 |
| 43 | COc1nc(NC23CC4CC(CC(C4)C2)C3)nc(OC)n1 | 101 | 1 | 90 | 95 | 99 | 97 | 8 | -6 |
| 44 | COc1ccccc1C/C(N)=N/OC(=O)COc1ccc2ccccc2c1 | 99 | -12 | 106 | 94 | 84 | nt | 5 | 8 |
| 45 | COc1ccccc1N1CCN(C(=O)CSc2nc3ccccc3nc2N2CCC(C)CC2)CC1 | 96 | 13 | 80 | 92 | 90 | 83 | 0 | 5 |
| 46 | Cc1cc(Cl)c2cc3ccccc3cc2n1 | 95 | 9 | 101 | 95 | 98 | 90 | 52* | -11 |
| 47 | O=C(Nn1c(SCc2cccc([N+](=O)[O-])c2)nc2ccccc2c1=O)c1ccccc1 | 99 | 5 | 96 | 108 | 105 | 106 | 7 | -5 |
| 48 | O=C(CCCCC(=O)Nc1ccccc1Cl)Nc1ccccc1Cl | 99 | 20 | 92 | 102 | 97 | 92 | 2 | 0 |
| 49 | COc1ccc(CN(C)CC(=O)Nc2ccccc2C(F)(F)F)c(OC)c1 | 96 | -6 | 81 | 97 | 97 | 91 | -1 | -3 |
| 50 | COC(=O)c1cc(OC)c(OC)cc1NC(=O)c1ccc(C)cc1 | 100 | -7 | 84 | 101 | 85 | 98 | 3 | 7 |
| 51 | Cc1ccc(C)c(OCCC(=O)NNC(=O)c2ccncc2)c1 | 98 | -4 | 93 | 90 | 92 | 90 | 4 | -7 |
| 52 | Cc1cc2cc(CCNC(=O)C3c4ccccc4Oc4ccccc43)c(=O)[nH]c2cc1C | 107 | 4 | 102 | 104 | 103 | 95 | 4 | 5 |
| 53 | Cc1c(C=O)c2ccccn2c1C(=O)c1ccccc1Cl | 103 | -10 | 108 | 100 | 89 | 76 | 3 | 10 |
| 54 | COC(=O)Nc1nc2ccc(Br)cc2s1 | 99 | -4 | 102 | 98 | 100 | 88 | 12 | 3 |
| 55 | C=CCn1c(COc2ccc(Cl)cc2)nnc1SCc1ccc(C#N)cc1 | 93 | 3 | nt | 96 | 93 | 99 | -2 | 2 |
| 56 | COc1ccc(OC)c(NS(=O)(=O)c2ccc3c(c2)n(C)c(=O)n3C)c1 | 97 | 1 | 97 | 99 | 99 | 92 | 4 | 1 |

From PubChem BioAssay
